# Screens (PubChem)
# STEP inh: STEP phosphatase inhibitors, primary screen, biochemical, fluorescence intensity, uHTS; recombinant STEP, OMFP fluorogenic substrate; Tyrosine-protein phosphatase non-receptor type 5 (Homo sapiens), P54829; inhibition, % at 20 µM; 360,000 tested, 0.25% active;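 active means inhibition at 20 µM, scaled per plate between control wells, above about 37%, limit read from the data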;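 further: 0% = DMSO with enzyme and substrate and 100% = substrate only without enzyme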
#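 Measure: Control-normalized % inhibition with plate pattern correction | Test system: STEP phosphatase, cell-free reaction | Medium: pH 6.0 Bis-Tris with DTT and Tween 20 | Technique: Fluorescence, 480/540 nm | Times: Reaction 20 min, ambient temperature | Doses: Single compound dose of 20 µM, 1% DMSO final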
# NRP1-CendR mod: modulators of CendR peptide binding to NRP-1, primary screen, biochemical, fluorescence polarization, uHTS | Neuropilin-1 (Homo sapiens), O14786 | 360,000 tested, 0.85% active | FAM-RPARPAR peptide binding to NRP-1 | inhibition, % at 25 µM | AID 602438, 2012;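 active means inhibition or corrected inhibition above about 18%, plus a signal ratio from 0.5 to 1.5, limit read from the data, passing the limit was not always enough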; further: strong numbers were not always called active
# LMPTP inh: LMPTP phosphatase inhibitors, primary screen, biochemical, fluorescence intensity, uHTS | 360,000 tested, 0.22% active | recombinant LMPTP-A, OMFP fluorogenic substrate | inhibition, % at 20 µM;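 active means compounds that cut the enzyme signal by at least half of the control window in the single-dose screen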;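 further: plate controls were DMSO wells with enzyme plus substrate for no effect and substrate without enzyme for full effect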
# Target sequence (P24666 whole entry, looked up): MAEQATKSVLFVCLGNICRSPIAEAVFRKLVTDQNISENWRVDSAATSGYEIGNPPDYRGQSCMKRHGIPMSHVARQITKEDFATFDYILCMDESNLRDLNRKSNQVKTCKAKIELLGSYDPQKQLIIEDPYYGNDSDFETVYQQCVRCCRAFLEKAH
#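 Material: LMPTP-A; amount: 0.625 nM enzyme; doses: single 20 µM dose; times: reaction 50 min, room temperature, dark; technique: fluorescence intensity of OMFP turnover product; benchmarks: no-enzyme and uninhibited controls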
# NadD inh: inhibitors of S. aureus NadD, primary screen, biochemical, colorimetric, uHTS | Nicotinate-nucleotide adenylyltransferase NadD (Staphylococcus aureus N315) | purified NadD enzyme, colorimetric absorbance read-out | inhibition, % at 20 µM | 360,000 tested, 0.78% active | AID 602399, 2012; in the data active means inhibition above about 26%; further: some compounds past the cut are filed as inactive
# Neddylation inh: inhibitors of cullin neddylation, primary screen, biochemical, TR-FRET, uHTS, NAE and Ubc12 | calls only at 25 µM | 360,000 tested, 0.58% active | AID 651699, 2012; in the data active means inhibition above about 36%
# Target sequence (P61081 whole entry, looked up): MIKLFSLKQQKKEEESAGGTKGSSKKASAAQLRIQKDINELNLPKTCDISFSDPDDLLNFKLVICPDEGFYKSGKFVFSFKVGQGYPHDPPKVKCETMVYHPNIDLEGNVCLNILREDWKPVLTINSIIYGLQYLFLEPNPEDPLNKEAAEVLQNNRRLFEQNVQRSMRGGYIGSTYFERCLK
# Target sequence (Q13564 whole entry, looked up): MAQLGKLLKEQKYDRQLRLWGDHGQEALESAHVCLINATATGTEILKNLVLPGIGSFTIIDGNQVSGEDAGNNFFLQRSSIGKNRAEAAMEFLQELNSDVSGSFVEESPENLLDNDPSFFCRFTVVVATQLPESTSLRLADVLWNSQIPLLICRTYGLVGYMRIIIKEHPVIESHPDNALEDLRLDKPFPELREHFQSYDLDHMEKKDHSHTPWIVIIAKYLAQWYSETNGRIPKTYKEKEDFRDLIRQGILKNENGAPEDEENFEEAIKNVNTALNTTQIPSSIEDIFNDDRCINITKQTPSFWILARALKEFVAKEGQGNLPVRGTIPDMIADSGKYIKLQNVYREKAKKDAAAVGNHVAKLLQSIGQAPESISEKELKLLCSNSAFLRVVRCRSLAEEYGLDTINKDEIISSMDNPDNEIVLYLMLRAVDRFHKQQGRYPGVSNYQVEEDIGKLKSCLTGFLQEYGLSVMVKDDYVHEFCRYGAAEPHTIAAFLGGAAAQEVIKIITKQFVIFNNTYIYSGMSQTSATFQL
# Tb MetRS inh: T. brucei MetRS inhibitors, primary screen, biochemical, luminescence; purified T. brucei MetRS, ATP depletion, Kinase-Glo luminescence; inhibition, % at 11.9 µM; 360,000 tested, 0.4% active; AID 624268, 2012;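 active means inhibition above a per-plate cutoff of the control wells' mean inhibition plus 3 SD, cut at about 5.5% in these data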;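 further: 0% = DMSO wells median and 100% = median of wells with control inhibitor compound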
#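 System: purified T. brucei MetRS enzyme / Detection: Kinase-Glo luciferase luminescence reporting remaining unconsumed ATP / Medium: HEPES buffer with MgCl2, KCl, DTT, spermine, BSA, pyrophosphatase / Replication: singlicate, one well per compound / Evaluation: percent inhibition relative to median high and low control wells / Schedule: 2 h aminoacylation at 25 °C after 15 min preincubation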
# SUMO1 PPI mod: modulators of SUMO1 protein-protein interactions, primary screen, biochemical, uHTS. inhibition, % at 20 µM. Small ubiquitin-related modifier 1 (Homo sapiens), P63165. AID 602429, 2012. SUMO1 binding to a labelled peptide, TR-FRET, 1 h. 360,000 tested, 0.33% active; in the data active means inhibition above about 37%
# Scp1 inh: Scp-1 phosphatase inhibitors, primary screen, biochemical, colorimetric, uHTS | Carboxy-terminal domain RNA polymerase II polypeptide A small phosphatase 1 (Homo … | Recombinant Scp1, phosphopeptide, malachite green phosphate absorbance | inhibition, % at 20 µM | 340,000 tested, 0.88% active;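 active means inhibition above about 50% at 20 µM, limit read from the data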;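 further: plate controls were DMSO wells with enzyme for no effect and wells lacking enzyme for full effect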
# Target sequence (Q9GZU7 76-261 limits assumed): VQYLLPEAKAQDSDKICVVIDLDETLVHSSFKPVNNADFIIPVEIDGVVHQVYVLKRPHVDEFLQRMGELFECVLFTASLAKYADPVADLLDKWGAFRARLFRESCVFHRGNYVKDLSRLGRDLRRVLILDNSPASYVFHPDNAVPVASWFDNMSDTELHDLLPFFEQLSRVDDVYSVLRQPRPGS
#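 Test system: SCP-1 phosphatase catalytic domain, residues 76-261; measured by: colorimetric phosphate reagent with accelerator and stabiliser, absorbance at 630 nm; timing: enzyme reaction 45 min at room temperature, colour 5 min, stabilisation 30 min; also added: Phosphorylated 17-residue peptide substrate; compound dosing: one concentration, 20 µM, with 1.0% DMSO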
# DNMT1 inh: human DNMT1 methyltransferase inhibitors, primary screen, biochemical, molecular beacon, fluorescence, HinP1I cleavage, uHTS | DNA (cytosine-5)-methyltransferase 1 (Homo sapiens), P26358 | inhibition (reported as % activation of signal), % at 10 µM | 360,000 tested, 0.83% active | AID 588458, 2011; in the data active means inhibition above about 50%
# SKN-1 inh: suppressors of acrylamide-induced Pgst-4::GFP reporter in worms, primary screen, SKN-1 inhibitor project, whole organism, uHTS, GFP/RFP fluorescence ratio, strain VP596; 360,000 tested, 0.49% active; inhibition, % at 21.8 µM; AID 624304, 2012; C. elegans VP596 Pgst-4::GFP/RFP ratio, 24 h;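 active means interference check ratio from 0.5 to 1.5 plus GFP to RFP signal ratio inhibition reaching or exceeding a fixed threshold, cut at about 30% in these data, passing the limit was not always enough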; further: some compounds called inactive have numbers as strong as hits
# * hit, by the source's call; i = inactive; x = not tested or not shown. Outcome played no part in choosing rows; any-hit rate near 4.6%.
SMILES,STEP inh,NRP1-CendR mod,LMPTP inh,NadD inh,Neddylation inh,Tb MetRS inh,SUMO1 PPI mod,Scp1 inh,DNMT1 inh,SKN-1 inh
O=C(NC(C(=O)N/N=C/c1cccc2ccccc12)c1n[nH]c(=O)c2ccccc12)c1ccccc1 (stereo unspecified),-6,8,1.4,11,i,-0.8,-9,-4,-9,6
COc1cc(/C=N/NC(=O)c2ccncc2)ccc1Oc1ccc([N+](=O)[O-])cn1,-2,-2,-0.6,-3,i,0.7,-10,-7,-2,-1
CC(C(=O)Nc1ccc2c(c1)OCCO2)N1CCN(C(=O)c2ccco2)CC1 (stereo unspecified),-4,3,0.1,-3,i,-0.5,-1,-6,6,2
Cc1cccc(CCNC(=O)C2CCCN(c3cnccn3)C2)c1 (stereo unspecified),0,-7,0.6,-8,i,0.5,-2,-5,-1,-6
COC(=O)c1ccc(NC(=S)NC2CCCCC2C)cc1 (stereo unspecified),-1,-3,0.1,0,i,-1.1,2,-1,-1,-15
Cc1ccccc1S(=O)(=O)Nc1nc2ccccc2nc1N1CCOCC1,-1,0,-3.0,-4,i,-1.2,1,-13,1,3
Cc1ccc(C(=O)N/N=C/c2c[nH]c3ccccc23)o1,0,8,0.1,3,i,-0.3,-4,4,-4,2
C=C(C)C1CC=C(C)/C(=N/NC(=O)CNc2ccc(OCC)cc2)C1 (stereo unspecified),1,3,-0.9,0,i,-0.7,0,-14,-10,16
O=C(Nc1cccnc1)c1ccc2c(c1)OCO2,0,10,-1.8,0,i,-0.2,0,-4,2,-10
O=C(OCc1nc2scc(-c3ccccc3)c2c(=O)[nH]1)c1cc([N+](=O)[O-])ccc1Cl,0,-11,1.0,25,i,0.6,-1,-10,5,-7
CCC1(c2ccc(F)cc2)NC(=O)N(CC(=O)N2CCN(C(=O)c3ccco3)CC2)C1=O (stereo unspecified),1,14,-1.1,-3,i,-0.2,2,0,-4,2
CC(C)CSc1nc2ccccc2[nH]1,-3,-21,-1.5,0,i,-0.7,1,-3,-4,13
Cc1cc(N(C)C)ccc1[N+](=O)[O-],-2,-9,-0.2,-3,i,-0.5,-15,-6,1,14
COc1ccc(NC(=O)C2CCN(S(=O)(=O)c3ccc4c(c3)NC(=O)C(C)S4)CC2)cc1 (stereo unspecified),-1,10,0.4,-4,i,-0.1,-2,-9,-5,-4
S=C(NCCCc1ccccc1)Nc1ccccc1Cl,-1,0,0.7,-6,i,0.1,-1,-5,-1,-1
CCOc1ccc(-n2c(SCc3nc(-c4ccc(C)cc4)no3)nnc2-c2ccncc2)cc1,1,11,1.7,4,i,-1.6,1,3,-8,-2
COc1ccc(OC)c(NC(=O)COc2ccc(S(=O)(=O)NC(C)C)cc2)c1,-1,-9,-0.7,-8,i,-0.6,1,-1,-1,5
O=C1CC(=O)N2N=C(c3ccc([N+](=O)[O-])cc3)SC2=N1,3,-20,7.1,-6,i,-0.4,5,69*,24,-2
COc1cc(C(=O)Nc2cc(S(=O)(=O)N3CCOCC3)ccc2N2CCN(C)CC2)cc(OC)c1OC,2,8,0.3,11,i,0.0,1,32,2,0
Cc1cc(C)nc(-n2nc(C)cc2Nc2ccccc2)n1,-1,2,-0.4,-1,i,-0.7,10,-5,0,-3
Cc1ccccc1-c1nnc(SCCOc2ccc3c(C)cc(=O)oc3c2)o1,0,-7,1.4,-3,i,-0.8,-1,-4,-4,-11
O=C(O)c1sccc1Oc1ccc(NS(=O)(=O)c2ccccc2)cc1,-3,-10,-0.8,-6,i,-0.6,4,-6,4,13
CCCOC(=O)c1ccc(NC(=O)C2CCCO2)cc1 (stereo unspecified),1,9,-1.6,0,i,-0.5,1,-5,0,3
CCCCCC(=O)N1C[C@@H](O)[C@H](n2cc(COC(=O)c3ccccc3)nn2)C[C@@H]1c1ccc(C)cc1,-2,-2,1.4,0,i,-1.0,-1,x,-3,-7
CCOC(=O)c1ccc(-n2[nH]c(-c3ccccc3)cc2=O)cc1,3,-12,2.0,7,i,0.7,8,-8,-39,6

# Scp1 inh: entries above that show a hit.
structure	NRP1-CendR mod	LMPTP inh	NadD inh	Neddylation inh	Tb MetRS inh	SUMO1 PPI mod	Scp1 inh	DNMT1 inh	SKN-1 inh
O=C1CC(=O)N2N=C(c3ccc([N+](=O)[O-])cc3)SC2=N1	-20	7.1	-6	i	-0.4	5	69*	24	-2

# Carrying on:
SMILES,STEP inh,NRP1-CendR mod,LMPTP inh,NadD inh,Neddylation inh,Tb MetRS inh,SUMO1 PPI mod,Scp1 inh,DNMT1 inh,SKN-1 inh
O=C(Nc1cccc(Cl)c1Cl)c1cc(S(=O)(=O)NCCc2ccccc2)ccc1F,-4,-9,1.2,-8,i,-0.5,1,-11,0,8
O=C(COC(=O)Cn1cnc2ccccc21)Nc1cccc(S(=O)(=O)N2CCOCC2)c1,1,-2,-0.6,-2,i,35*,7,-6,0,3
CCOC(=O)N1CCN(C(=O)c2c(-c3c(Cl)cccc3Cl)noc2C)CC1,1,-3,-1.1,1,i,0.4,2,-3,0,9
O=C(Oc1ccccc1)N1CCN(c2ccc(F)cc2)CC1,-3,-5,-0.6,-1,i,-0.6,2,-2,2,43*
COc1ccc(-c2cc(NC=O)c3ncc(-c4cccc(C(C)=O)c4)n3c2)cc1,3,-42,2.0,12,i,-0.1,-10,x,-11,14
CC(=O)c1ccc(-c2cccs2)s1,0,-19,0.2,-2,i,0.2,-2,-4,-2,13
CC(CCC(=O)O)C1CCC2C3CCC4C[C@H](O)CCC4(C)C3CC(=O)C12C (stereo partly specified),1,4,-1.1,-5,i,-1.2,-1,-6,1,-6
CCCCCCCCN1C(=O)[C@H](CC(=O)NCC2CCCCC2)C[C@@]2(C(=O)OC)CC(C)(C)CC=C12,x,12,5.0,x,i,-0.7,-3,x,x,15
c1ccc(-c2cc(N3CCCCC3)c3ccccc3n2)cc1,2,-8,67*,7,i,-1.0,-5,9,2,20
COC(=O)c1ccc(CSc2nnc(-c3c[nH]c4ccccc34)n2C)o1,2,2,-0.6,0,i,2.1,1,-1,2,-13
Cc1ccc(NC(=O)CSc2nc(=O)n(Cc3ccncc3)c3c2CCC3)c(C)c1,-5,-5,-0.5,3,i,-0.2,2,-3,1,9
CN(CC(=O)Nc1nc2ccccc2s1)S(=O)(=O)c1ccccc1,-1,-3,0.4,2,i,-0.8,5,-3,-6,-8
O=c1c2[nH]c3ccccc3c2ncn1Cc1ccco1,1,6,0.6,-1,i,0.2,3,-6,1,-20
COc1ccccc1OCC(=O)Nc1cccc(-c2nc3ccccc3o2)c1,-1,0,0.8,-6,i,-0.4,-3,-3,-8,13
O=C(COC(=O)c1ccc2c(c1)C(=O)N(c1cccc3ncccc13)C2=O)c1ccc(Cl)cc1,2,-14,24,9,i,-0.7,4,2,29,4
O=C(COC(=O)CNS(=O)(=O)c1c(Cl)cccc1Cl)Nc1ccccc1Sc1ccccc1,1,-13,3.8,-12,i,0.1,-1,-16,-8,12
O=C(Cc1cccs1)N(c1ccc(Cl)cc1)C1C=CS(=O)(=O)C1 (stereo unspecified),1,-12,-1.0,5,i,-0.6,0,-5,-1,4
Cc1ccc(-c2nc3ncccc3o2)cc1NC(=O)c1ccco1,-1,4,-0.4,-5,i,-0.6,24,0,-1,-19
COC(=O)Nc1ccc(S(=O)(=O)Nc2ccc(C(=O)O)cc2)cc1,3,-8,-0.4,-7,i,-0.3,-1,-10,-1,7
CCC1=C/C(=C/N(C)c2ccccc2)C(=O)S1,8,-21,-0.7,4,i,-0.1,1,-2,-3,4
CCOC(=O)c1nn(-c2sc(C(=O)OC)c(C)c2C(=O)OC)cc1O,3,-4,0.5,-1,i,-0.3,-2,-2,6,9
Cc1ccccc1NC(=O)CN1CCC(NC(=O)Nc2ccccc2)CC1,-3,1,-1.3,-4,i,-0.4,-1,-6,-1,-33
N#Cc1ccsc1NC(=O)CN(Cc1ccccc1)Cc1ccccc1,0,-4,2.7,-6,i,0.0,-3,1,-11,10
Cc1ccc(N2CCN(S(=O)(=O)N(C)C)CC2)c(C)c1,0,3,0.0,0,i,-0.8,-2,2,1,-9
COc1cccc(-c2noc(C3CCCN(C(=O)c4ccccc4OC)C3)n2)c1 (stereo unspecified),0,2,-0.9,-3,i,-0.4,3,-6,-2,-7

# Overlap with the part before: five compounds, followed by the next part.
SMILES,STEP inh,NRP1-CendR mod,LMPTP inh,NadD inh,Neddylation inh,Tb MetRS inh,SUMO1 PPI mod,Scp1 inh,DNMT1 inh,SKN-1 inh
CCOC(=O)c1nn(-c2sc(C(=O)OC)c(C)c2C(=O)OC)cc1O,3,-4,0.5,-1,i,-0.3,-2,-2,6,9
Cc1ccccc1NC(=O)CN1CCC(NC(=O)Nc2ccccc2)CC1,-3,1,-1.3,-4,i,-0.4,-1,-6,-1,-33
N#Cc1ccsc1NC(=O)CN(Cc1ccccc1)Cc1ccccc1,0,-4,2.7,-6,i,0.0,-3,1,-11,10
Cc1ccc(N2CCN(S(=O)(=O)N(C)C)CC2)c(C)c1,0,3,0.0,0,i,-0.8,-2,2,1,-9
COc1cccc(-c2noc(C3CCCN(C(=O)c4ccccc4OC)C3)n2)c1 (stereo unspecified),0,2,-0.9,-3,i,-0.4,3,-6,-2,-7
CC1CCN(C(=O)c2[nH]cnc2C(=O)Nc2ccccc2)CC1,-2,-4,0.7,3,i,1.0,6,-8,0,10
O=C1COc2ccc(C(=O)COC(=O)C3CCN(S(=O)(=O)c4cccs4)CC3)cc2N1,-4,-2,1.2,-6,i,-0.6,-4,-3,0,-10
Fc1cccc(Cl)c1C1Nc2cccc3cccc(c23)N1,2,-14,5.6,24,i,-0.3,6,14,-31,15
Cc1ccc(C(=O)N/C(=C\c2cn(C)c3ccccc23)C(=O)N2CCN(C)CC2)cc1,0,-8,-0.8,-3,i,-0.2,-1,-4,0,7
CCN(CC)C(=O)CSc1nnc(-c2ccccn2)n1-c1ccc(C)c(C)c1,1,-2,-0.4,0,i,0.6,0,-5,3,15
O=C(Nc1cccnc1)c1ccc(COc2ccccc2Br)o1,-3,-3,0.9,1,i,-0.2,4,-4,-1,17
